TTR transcr act = TTR transcription activation, primary screen; SH-SY5Y TTR promoter Gaussia luciferase, luminescence; 100% = recombinant luciferase protein wells; activation, % at 16.7 µM; 92,000 compounds, 1.3% hits;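 active means activation above the mean of all tested compounds plus 3 SD, cut at about 9.5% in these data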;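 further: cells exposed to compounds for one day before reading; 0% = median of all test compound wells on the plate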
Starred values were filed as active, the others as inactive. Some of the compounds tested; rates above refer to the full screens.

`Cc1ccc(S(=O)(=O)N[C@H](C(=O)N2CCC(C(=O)N[C@@H](CC(=O)O)C(=O)O)CC2)C(C)C)cc1` gave TTR transcr act 0.8.
For CC1(C)CC(=O)C2=C(C1)NC(Nc1nc3ccccc3o1)=NC21CCCC1 the results were TTR transcr act -0.7.
CCOC(=O)c1cnc(Nc2ccc(OCC)cc2)nc1C was read as TTR transcr act -2.5.
For COc1cc(CNn2c(C)n[nH]c2=S)cc(Cl)c1OCc1ccccc1 the results were TTR transcr act -1.7.
`C=CCN(C(=O)c1ccc2c(c1)nnn2C)c1ccccc1` gave TTR transcr act -1.1.
For CCOC(=O)C1CCN(S(=O)(=O)c2ccc(CNC(=O)c3ccccc3)s2)CC1 the results were TTR transcr act -1.3.
For N/C(=N\OC(=O)c1ccco1)c1ccc(Br)cc1 the results were TTR transcr act -2.9.
Screening CN(C)S(=O)(=O)c1cccc(C(=O)NCCCn2ccnc2)c1 returned TTR transcr act 1.0.
`COC(=O)c1ccccc1NC(=O)CSc1nc(N)cc(N)n1` gave TTR transcr act 5.4.
`O=C(Oc1cccc(C(=S)N2CCOCC2)c1)c1cccc([N+](=O)[O-])c1` gave TTR transcr act -0.9.
`CCOc1cc(/C=N/O)cc(Br)c1OCC` gave TTR transcr act -1.2.
`O=C(COC(=O)C1CC(=O)N(Cc2ccco2)C1)Nc1nc(-c2ccc(F)cc2)cs1` (stereo not given) gave TTR transcr act -1.7.
`Cc1cc(C)n2ncc(/C(N)=N/OC(=O)Nc3ccc(Cl)cc3)c2n1` gave TTR transcr act -0.3.
`CCCCCCCCCCOC(=O)Cn1c(COc2ccccc2)[n+](C)c2ccccc21` gave TTR transcr act -4.6.
`Cc1ccc(-c2nc(N)n(C(=O)c3ccco3)n2)cc1` gave TTR transcr act -2.2.
Screening COC(=O)[C@]12CCCCC=C1N(Cc1ccc(OC)cc1)C(=O)[C@@H]2CC(=O)NCc1ccc(OC)c(OC)c1 returned TTR transcr act -2.2.
CC(C)(C)NC(=O)/C(=C\c1ccccc1F)NC(=O)c1ccc([N+](=O)[O-])cc1 was read as TTR transcr act 4.6.
COc1ccc(OCC(=O)Nc2nnc(-c3ccco3)s2)cc1 was read as TTR transcr act -1.1.
`Cc1cc(Br)cc2c(C(=O)NCC3CCCO3)cc(-c3cccs3)nc12` (stereo not given) gave TTR transcr act 1.0.
`CN(C)S(=O)(=O)c1ccc(C(=O)NN2C(=O)NC3(CCCCC3)C2=O)cc1` gave TTR transcr act -0.8.
CC(COc1ccc(C#N)cc1)CN1CCC(C(O)(c2ccccc2)c2ccccc2)CC1 (stereo not given) was read as TTR transcr act -0.8.
`COc1ccccc1N1CCN(CC(=O)Nc2sccc2C#N)CC1` gave TTR transcr act 1.9.
Screening S=c1[nH]nc(-c2ccccn2)n1/N=C/c1cccc(Cl)c1 returned TTR transcr act 0.8.
Screening COc1cccc(CNCCSc2nnnn2C)c1 returned TTR transcr act 3.0.

Continued (5 carried over from the part before).
`CN(C)S(=O)(=O)c1ccc(C(=O)NN2C(=O)NC3(CCCCC3)C2=O)cc1` gave TTR transcr act -0.8.
CC(COc1ccc(C#N)cc1)CN1CCC(C(O)(c2ccccc2)c2ccccc2)CC1 (stereo not given) was read as TTR transcr act -0.8.
`COc1ccccc1N1CCN(CC(=O)Nc2sccc2C#N)CC1` gave TTR transcr act 1.9.
Screening S=c1[nH]nc(-c2ccccn2)n1/N=C/c1cccc(Cl)c1 returned TTR transcr act 0.8.
Screening COc1cccc(CNCCSc2nnnn2C)c1 returned TTR transcr act 3.0.
`C=CCc1ccccc1OCCOc1ccc([N+](=O)[O-])cc1/C=N/NC(N)=O` gave TTR transcr act -0.8.
`COc1ccccc1/C=C(/C(=O)OCC(=O)Nc1cc(C)ccc1C)c1ccccc1` gave TTR transcr act 0.1.
Screening Cc1c(Br)c(C(F)(F)F)nn1CC(=O)NCCCn1ccnc1 returned TTR transcr act 1.4.
For Cc1cccc(OCCNc2cc(N3CCOCC3)ccc2[N+](=O)[O-])c1 the results were TTR transcr act -2.1.
CSc1ccc(C(=O)C2CCCN(C(=O)CCCn3cncn3)C2)cc1 (stereo not given) was read as TTR transcr act 1.5.
`CC(C)N(C(C)C)S(=O)(=O)c1ccc(Cl)nc1` gave TTR transcr act 0.1.
`CC(=O)Nc1ccc(S(=O)(=O)N2CCc3ccccc3C2CC(=O)O)cc1` (stereo not given) gave TTR transcr act 1.2.
For O=C(CNC(=O)c1ccc(Br)cc1)c1ccc(Br)cc1 the results were TTR transcr act 1.2.
O=C(c1ccco1)N1CCN(C(=O)c2ccc(-c3ccccc3Cl)o2)CC1 was read as TTR transcr act -1.6.
CCN(CC)C(=O)COc1ccc(S(=O)(=O)N2CCCC2)cc1 was read as TTR transcr act -0.1.
O=C(Cc1csc(-c2ccccc2)n1)NCc1cccs1 was read as TTR transcr act -1.4.
For CCN(CC)S(=O)(=O)c1cccc(C(=O)N/N=C/c2cccc(O)c2O)c1 the results were TTR transcr act -0.1.
For CCn1c(SCc2cccc(C)c2)nnc1-c1ccccc1 the results were TTR transcr act 0.4.
For Cn1cnc(Sc2ncnc3nc[nH]c23)c1[N+](=O)[O-] the results were TTR transcr act 38*.
Cc1nn(-c2ccccc2)nc1C(N)=O was read as TTR transcr act -0.3.
`CN(C)/C=C(\C=O)c1ccc(Cl)cc1Cl` gave TTR transcr act 4.5.
`COc1ccc(CNC(=O)c2ccc(NC(=O)CC3SC(N4CCCCC4)=NC3=O)cc2)cc1` (stereo not given) gave TTR transcr act 0.8.
Cc1ccnc(NC(=O)C2CCC(CNc3c(N4CCCC4)c(=O)c3=O)CC2)c1 (stereo not given) was read as TTR transcr act -0.8.
`COc1ccccc1NC(=O)c1ccc2nc(C)c(C)nc2c1` gave TTR transcr act -1.2.
`CC1CCN(c2c(NCC3CCC(C(=O)NCc4ccccc4Cl)CC3)c(=O)c2=O)CC1` (stereo not given) gave TTR transcr act -0.6.
`Cc1cc(C)cc(NC(=O)CSc2nc3c(oc4ccccc43)c(=O)n2-c2ccccc2)c1` gave TTR transcr act 6.5.
`CCOc1ccc(Cn2c(=O)sc3ccccc32)cc1OC` gave TTR transcr act -3.5.
Cc1ccccc1NC(=O)Cc1nnc(N)s1 was read as TTR transcr act -1.5.
COc1ccc(OC)c(NC(=O)CNC(=O)c2ccc([N+](=O)[O-])cc2)c1 was read as TTR transcr act -1.1.
For COc1ccc([C@H]2CC(=O)C=C(c3cccc4c3Oc3ccccc3S4)C2)cc1 the results were TTR transcr act -2.8.
`O=C(N/N=C/c1ccco1)c1cccc(N2Cc3ccccc3C2)c1` gave TTR transcr act -0.3.
For CCOc1cccc(C(=O)Nc2nnc(-c3ccco3)s2)c1 the results were TTR transcr act -5.9.
For C=C1CC2C(CCC3(C)C2CCC3(O)C(C)=O)C2(C)CCC(=O)C=C12 (stereo not given) the results were TTR transcr act -4.0.
CCn1c(=O)c2c(nc3n2CCCN3CCc2ccc(OC)c(OC)c2)n(C)c1=O was read as TTR transcr act 2.8.
O=C1OCC2=C1C(c1ccccc1)CC(=O)N2c1ccccc1 (stereo not given) was read as TTR transcr act -0.7.
For Nc1ccc(C2=Nc3cccc4cccc(c34)N2)cc1 the results were TTR transcr act -0.4.
`CC(=O)NC(N1CCCCC1)C(F)(F)C(F)(F)C(F)(F)C(F)F` (stereo not given) gave TTR transcr act -0.9.
Screening Cc1ccnc(SC2CC(=O)N(c3ccc([N+](=O)[O-])cc3)C2=O)n1 (stereo not given) returned TTR transcr act 1.0.
`COC(=O)c1cc(OC)c(OC)cc1N` gave TTR transcr act -3.8.
Screening COc1ccc2c(c1)[C@H]1[C@H](CO2)[C@H](c2ccccc2)[C@]2(C)C(=O)Nc3cc(OC)c(OC)cc3C(=O)N12 returned TTR transcr act -3.2.
For CCOc1cccc(-c2nnc3sc(-c4cc(OC)c(OC)c(OC)c4)nn23)c1 the results were TTR transcr act -1.2.

Some of these compounds in order of number of heavy atoms, falling.
Screening COc1ccc2c(c1)[C@H]1[C@H](CO2)[C@H](c2ccccc2)[C@]2(C)C(=O)Nc3cc(OC)c(OC)cc3C(=O)N12 returned TTR transcr act -3.2.
`CC(=O)NC(N1CCCCC1)C(F)(F)C(F)(F)C(F)(F)C(F)F` (stereo not given) gave TTR transcr act -0.9.
For Nc1ccc(C2=Nc3cccc4cccc(c34)N2)cc1 the results were TTR transcr act -0.4.

The results go on.
O=C(c1ccc(F)cc1)n1ccc2ccc(-c3ccc4ccn(Cc5ccccc5)c4c3)cc21 was read as TTR transcr act 1.0.
Screening COc1ccc(C)cc1S(=O)(=O)N1CCCC(C(=O)NC2CC2)C1 (stereo not given) returned TTR transcr act 6.0.
Screening C/C(N)=C(/C#N)C(=O)COC(=O)C(NS(=O)(=O)c1ccc(Cl)cc1)C(C)O (stereo not given) returned TTR transcr act -1.3.
Screening O=C(NCC(c1ccco1)N1CCOCC1)c1ccc(F)c(F)c1 (stereo not given) returned TTR transcr act 1.0.
`CC(=O)CSc1nnc(NC(=O)CCc2ccccc2)s1` gave TTR transcr act 1.9.
Cc1cccc(C(=O)Nc2ccc(C(=O)c3ccccc3)cc2)c1 was read as TTR transcr act -3.1.
Screening O=C(c1ccccc1)c1c[nH]c(C(=O)C(Cl)(Cl)Cl)c1 returned TTR transcr act -0.5.
For O=C(O)CCCCCCCCc1cn(CN2C(=O)c3ccccc3C2=O)nn1 the results were TTR transcr act -0.7.
For C[C@]12CCC(=O)C=C1CCC1C2CC[C@@]2(C)C1CCC21OCCO1 (stereo not given in full) the results were TTR transcr act -0.7.
`CC1(C)NC(=O)N(CCCC(=O)Nc2ccc(C(F)(F)F)cc2)C1=O` gave TTR transcr act -1.3.
Screening CCN(C(=O)Cn1ccc(C(F)(F)F)n1)c1c(N)n(Cc2ccccc2)c(=O)[nH]c1=O returned TTR transcr act 1.1.
For CCn1c(SCC(=O)N/N=C(\C)c2ccncc2)nnc1-c1ccccc1 the results were TTR transcr act 2.1.
Cc1ccc(C(C)C)cc1OCCCCN1CCCC1 was read as TTR transcr act 0.2.
For COc1ccccc1CN(CC(=O)NCc1ccc2c(c1)OCO2)C(=O)c1csnn1 the results were TTR transcr act -0.4.
`CCCCn1nnc(NC(=O)COc2ccc(Cl)c(C)c2)n1` gave TTR transcr act 6.5.
`COc1cccc(C(O)c2nc(-c3cccc(C(=O)O)c3)cs2)c1` (stereo not given) gave TTR transcr act 0.6.
`CCCNC(=O)c1ccccc1NC(=O)C1=CSCCO1` gave TTR transcr act -0.1.
Screening O=C(NCCO)/C(=C\c1ccc2c(c1)OCO2)NC(=O)c1ccc(Br)cc1 returned TTR transcr act 2.4.
Screening Cc1cc(NC(=O)/C(C#N)=C/c2ccc(-c3ccc(SC(F)F)cc3)o2)n(-c2ccccc2)n1 returned TTR transcr act -2.3.
Cc1noc(C)c1COc1ccccc1C(=O)N(C)CC(=O)Nc1ccc(F)c(F)c1F was read as TTR transcr act 0.0.
For CCc1cccc(CC)c1-n1c(SCC(=O)N2CCCc3ccccc32)nc(O)cc1=O the results were TTR transcr act 0.7.
For CCN1C(=O)/C(=C2\SC(=S)N(c3c(C)n(C)n(-c4ccccc4)c3=O)C2=O)c2ccccc21 the results were TTR transcr act -1.1.
Screening Cc1ccc(C2/C(=C(/O)c3ccc(Br)cc3)C(=O)C(=O)N2Cc2ccco2)o1 (stereo not given) returned TTR transcr act -2.4.
For N#C/C(=C\c1ccc(-c2ccccc2)cc1)c1nc(-c2ccco2)cs1 the results were TTR transcr act -1.3.
`Cc1ccccc1OCC(=O)Nc1nc(-c2ccncc2)cs1` gave TTR transcr act 1.2.
O=C(NCC(=O)N(c1ccc(F)cc1)C(C(=O)NCC1CCCO1)c1ccccc1)c1ccco1 (stereo not given) was read as TTR transcr act 0.7.
`COc1ccc(OCC(=O)N/N=C/c2ccc(N(C)C)cc2)cc1` gave TTR transcr act -0.5.
`COc1ccc(N2CCN(Cc3nc4c(c(=O)[nH]c(=O)n4C)n3CC(C)=O)CC2)cc1` gave TTR transcr act 1.0.
Cc1ccc2c(CSc3nc4nc(C)cc(C)n4n3)cc(=O)oc2c1 was read as TTR transcr act 6.0.
`NS(=O)(=O)c1cc(C(=O)N=Nc2c(O)[nH]c3ccccc23)ccc1Cl` gave TTR transcr act -0.8.
Cc1nn(CC(=O)c2ccc(Cl)cc2Cl)c(C)[n+]1N was read as TTR transcr act -2.4.
CCOC(=O)C1=C(Cc2ccc(F)cc2)C(=O)c2ccccc2C1=O was read as TTR transcr act -0.5.
For COCCCNC(=O)c1cc(S(=O)(=O)N2CCC3(CC2)OCCO3)ccc1F the results were TTR transcr act 1.1.
For O=C(CN1CCN(Cc2ccccc2Cl)C1=O)NC1CCCCCCC1 the results were TTR transcr act 2.6.
Screening O=C(NCc1cccnc1)c1cc(S(=O)(=O)N2CCOCC2)c(Cl)cc1Cl returned TTR transcr act -0.3.
`O=C(Nc1ccc2c(c1)OCCO2)C(c1ccccc1F)n1c(=O)c(-c2cc3ccccc3[nH]2)nc2ccccc21` (stereo not given) gave TTR transcr act -1.7.
For Cn1nc(C(=O)Nc2ccc(S(=O)(=O)N3CCCCC3)cc2)ccc1=O the results were TTR transcr act 0.1.
`COc1cccc(NC(=O)CN(C)CC(=O)NC(C)c2ccccc2)c1` (stereo not given) gave TTR transcr act -0.5.
`CC[C@@H](OP(=O)(O)[C@@H](C)N)C(=O)O` gave TTR transcr act -0.3.
